PAFAH1B2 FP inh: blocks human PAF acetylhydrolase 1b catalytic subunit 2 | P68402 | recombinant PAFAH1B2, FP-rhodamine activity probe, fluorescence polarization | inhibition, % at 3.39 µM | actives 1.2% (n = 340,000) | AID 492953;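 active = inhibition above the mean of all tested compounds plus 3 SD, cut at about 24% in these data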;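 note: 0% = enzyme with DMSO and 100% = wells lacking PAFAH1B2; many of its hits are not listed in these tables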
Target sequence (P68402 whole entry, looked up): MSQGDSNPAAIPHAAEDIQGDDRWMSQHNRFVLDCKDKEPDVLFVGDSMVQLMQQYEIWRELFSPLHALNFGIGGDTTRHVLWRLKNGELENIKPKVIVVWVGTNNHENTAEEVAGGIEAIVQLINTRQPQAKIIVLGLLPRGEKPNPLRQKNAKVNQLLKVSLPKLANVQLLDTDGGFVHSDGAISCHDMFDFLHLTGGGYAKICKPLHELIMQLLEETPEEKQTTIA
PAD4 FP inh: blocks human protein arginine deiminase 4; inhibition, % at 6.36 µM; recombinant PAD4, RCA probe fluorescence polarization; AID 485272; actives 0.41% (n = 330,000); Q9UM07;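 active = percent inhibition above a cutoff equal to the mean of all tested compounds plus 3 SD, cut at about 15% in these data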;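 note: 0% = PAD4 with RCA probe and DMSO and 100% = probe without PAD4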
GSTO1 counter: GSTO1 inhibition, counter-screen for RBBP9 inhibitors | P78417 | recombinant GSTO1, activity-based probe fluorescence polarization | inhibition, % at 5.96 µM | actives 1.1% (n = 300,000) | AID 1974;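 active = inhibition above the campaign mean inhibition plus 3 SD, cut at about 35% in these data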;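 note: 0% = GSTO1-1 with DMSO and 100% = wells lacking GSTO1-1 enzyme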
Target sequence (P78417 whole entry, looked up): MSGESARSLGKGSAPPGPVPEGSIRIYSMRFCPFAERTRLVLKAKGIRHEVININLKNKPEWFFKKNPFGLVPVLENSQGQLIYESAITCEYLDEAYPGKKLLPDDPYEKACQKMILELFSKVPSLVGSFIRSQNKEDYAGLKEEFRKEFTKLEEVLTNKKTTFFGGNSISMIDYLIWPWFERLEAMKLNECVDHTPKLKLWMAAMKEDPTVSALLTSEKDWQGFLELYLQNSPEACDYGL
PAFAH1B3 FP inh: PAFAH1B3 (human) inhibition; Q15102; recombinant PAFAH1B3, FP-rhodamine probe, fluorescence polarization; inhibition, % at 3.39 µM; actives 0.28% (n = 340,000); AID 492972;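 active = inhibition above the screen-wide average of all tested compounds plus 3 SD, cut at about 25% in these data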;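 note: 0% = enzyme with DMSO only and 100% = wells lacking PAFAH1B3 protein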
Target sequence (Q15102 whole entry, looked up): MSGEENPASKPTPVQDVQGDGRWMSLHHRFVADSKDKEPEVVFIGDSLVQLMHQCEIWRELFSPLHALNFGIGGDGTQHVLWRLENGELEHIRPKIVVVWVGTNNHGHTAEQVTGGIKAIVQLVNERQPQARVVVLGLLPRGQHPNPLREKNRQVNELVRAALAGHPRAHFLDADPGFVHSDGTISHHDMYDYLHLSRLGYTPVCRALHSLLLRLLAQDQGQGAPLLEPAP
PAFAH2 inh: inhibitors of human PAFAH2; actives 0.99% (n = 340,000); inhibition, % at 3.39 µM; recombinant PAFAH2, FP-rhodamine activity probe, fluorescence polarization; Q99487;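 active = inhibition above the mean over all tested compounds plus 3 SD, cut at about 30% in these data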;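 note: inhibitors block probe labeling of enzyme so polarization drops; 0% = enzyme with DMSO and 100% = wells lacking PAFAH2 protein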
LYPLA2 counter: counter-screen for PME1 inhibitors: inhibitors of human LYPLA2 | actives 0.38% (n = 320,000) | AID 2177 | inhibition, % at 5.9 µM | O95372 | recombinant LYPLA2, FP-Rh probe fluorescence polarization;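 active = inhibition above the screen-wide mean plus 3 SD, limit set per campaign, cut at about 26% in these data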;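 note: 0% = LYPLA2 with DMSO and 100% = wells lacking LYPLA2 enzyme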
LYPLA1 inh: blocks human lysophospholipase 1, a PME1 counter-screen. inhibition, % at 5.9 µM. O75608. AID 2174. actives 0.16% (n = 320,000). recombinant LYPLA1, FP-Rh probe fluorescence polarization;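 active = inhibition above the mean of all tested compounds plus 3 SD, set per campaign, cut at about 14% in these data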;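 note: inhibitors block serine hydrolase probe labeling of LYPLA1 so polarization falls; 0% = enzyme with DMSO and 100% = wells lacking LYPLA1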
Target sequence (O75608 whole entry, looked up): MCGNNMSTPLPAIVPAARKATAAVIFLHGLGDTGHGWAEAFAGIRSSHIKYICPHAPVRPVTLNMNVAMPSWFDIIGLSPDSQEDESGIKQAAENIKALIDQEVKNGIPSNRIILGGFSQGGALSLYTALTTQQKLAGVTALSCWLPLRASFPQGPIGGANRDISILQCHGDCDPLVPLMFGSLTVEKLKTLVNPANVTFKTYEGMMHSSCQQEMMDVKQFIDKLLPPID
pPAFAH inh: pPAFAH (human) enzyme inhibition | actives 1.5% (n = 330,000) | inhibition, % at 3.39 µM | Q13093 | recombinant pPAFAH, FP-rhodamine probe fluorescence polarization;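 active = inhibition above the mean inhibition across the screen plus 3 SD, cut at about 25% in these data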;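 note: inhibitors block binding of the rhodamine activity-based probe so polarization drops; 0% = enzyme with DMSO and 100% = wells lacking pPAFAH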
PME-1 primary: PME-1 (human) inhibition; inhibition, % at 5.9 µM; AID 2130; recombinant PME-1, FP-Rh probe fluorescence polarization; Q9Y570; actives 0.53% (n = 320,000);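 active = inhibition above the campaign mean of all compounds plus 3 SD, cut at about 26% in these data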;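 note: competitive labeling of PME-1 active site by serine hydrolase directed probe; 0% = PME-1 with DMSO and 100% = wells lacking PME-1 enzyme; inhibitors block probe labeling so polarization falls and inhibition rises; many of its hits are not listed in these tables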
Active calls of the source: *; nt = not tested or not shown. A portion of the library; count on the stated rates, not on these rows.

compound,PAFAH2 inh,LYPLA1 inh,PAFAH1B2 FP inh,PME-1 primary,LYPLA2 counter,pPAFAH inh,PAFAH1B3 FP inh,GSTO1 counter,PAD4 FP inh
CCOc1cc(NC(=S)NCCCN2CCOCC2)c(OCC)cc1NC(=O)c1cccs1,8,1,8,7,5,5,2,-2,-5
O=C1CCC/C(=N/NC(=O)c2cc(NS(=O)(=O)c3cccs3)cc(NS(=O)(=O)c3cccs3)c2)C1,25,-1,14,5,-7,23,2,20,0
COc1ccc(C2N(C(=O)C(F)(F)F)C(C)CN2S(=O)(=O)c2ccc(C)cc2)cc1 (stereo not given),-7,-5,3,-7,-1,1,-7,16,-8
O=C(OCC(=O)N1CCc2ccccc21)c1cccnc1Cl,19,1,3,-1,6,8,16,4,-4
COc1cnc(-c2ccccn2)nc1Oc1ccc(C(C)(C)C)cc1,-1,-6,4,-4,-14,4,4,3,1
O=C(OCC(=O)N1CCN(S(=O)(=O)c2ccccc2)CC1)c1ccc([N+](=O)[O-])o1,-2,0,0,-2,4,4,7,14,-13
CC(C)=NNc1nc2c(c(=O)[nH]c(=O)n2C)n1CCc1ccccc1,nt,1,nt,-2,8,7,nt,33,1
O=C(CSc1n[nH]c(-c2ccccc2)n1)NCc1cccc(C(=O)O)c1,-3,0,5,-1,-1,5,10,4,-4
Cc1cccc(C)c1NC(=O)CS(=O)CC(=O)NC1CCCc2ccccc21 (stereo not given),-17,-1,-5,4,-2,5,-8,-2,1
CS/C(=C\[N+](=O)[O-])Nc1ccc(Cl)cc1,-6,-7,0,-5,-1,3,1,1,-2
O=C(COC(=O)CCc1nc2ccccc2s1)Nc1nc(-c2ccccc2)cs1,1,-4,-2,1,-6,10,2,7,0
Cc1noc(C)c1C(=O)N1CCC(C(=O)c2ccccc2)CC1,9,1,7,-3,3,3,0,-8,6
Cc1cccc(C(=O)OC(C)CN2CCCC2)c1 (stereo not given),-5,1,5,-1,4,5,2,3,8
CN1CCC(N(C)C(=O)c2cc(S(=O)(=O)N3CCOCC3)ccc2Cl)CC1,0,nt,-2,nt,nt,6,1,nt,-2
COCCSc1ccccc1C(=O)NCc1cccnc1,6,-1,-1,-1,2,0,-2,10,2
COc1ccccc1CNC(=O)C1COc2ccccc2O1 (stereo not given),-6,5,3,0,6,4,0,4,0
COc1ccc(-n2c(=S)[nH]c3cc(C(=O)N(C)Cc4ccccc4)ccc3c2=O)cc1,-8,1,5,-3,11,0,2,-4,4
CCCCNC(=O)C1CC(=O)N(C2CCCCC2)C1 (stereo not given),-2,-1,-4,-7,-1,1,-2,8,-2
COc1ccc(NC(=O)c2ccccc2NC(=O)c2ccco2)c(OC)c1,7,1,-3,-2,-6,-1,-1,4,1
O=[N+]([O-])C1=CC=C2C(=NC3(CCCCC3)N2O)C1=NCCO,-2,-1,-3,4,-6,-5,9,13,-8
COc1ccc(-n2nc(C(=O)N3CCCCC3)c(C)c(C#N)c2=O)cc1,-5,-1,3,4,3,-2,9,13,-2
Cc1cc(C(=O)Nc2ccccc2C(=O)O)ccc1NC(=O)COc1cccc(C)c1C,-2,-1,0,-2,2,7,-3,-2,-4
COC(=O)Nc1nc(Sc2ncc(C(F)(F)F)cc2Cl)n[nH]1,6,-1,5,1,-2,3,1,-1,4
Cc1cc(C)c2cc(C(=O)Nc3ccc4c(c3)OCO4)[nH]c2c1,nt,-5,nt,15,-4,21,nt,18,2
Cc1ccc2c(c1)c1c(n2CC(O)Cn2c(C)nc3ccccc32)/C(=N\O)CCC1 (stereo not given),-5,-1,-2,1,0,6,-2,-4,0
O=C(NC(=O)c1cc(OCC(F)(F)F)ccc1OCC(F)(F)F)Nc1ccccc1,-9,-8,-1,-2,-13,-9,1,-9,-2
COc1cc(SC)ccc1C(=O)N1CCN(Cc2ccccc2)CC1,-5,-2,-2,3,4,1,0,7,1
NC1=NC2(CCCCC2)N(c2ccc(F)cc2F)C(N)=N1,1,-3,2,-1,1,-1,0,4,1
Cc1ccc(NC(=O)c2nnn(CC(=O)Nc3ccccc3)c2N)cc1C,3,0,-1,-6,6,3,6,1,-1
O=S(=O)(c1ccccc1)N1CCCC1c1cccs1 (stereo not given),4,-2,8,-2,-9,-1,5,-1,-3
CNC(CC(=O)c1ccc([N+](=O)[O-])cc1)C(Cl)(Cl)Cl (stereo not given),2,-1,11,2,5,-5,2,3,2
O=C(COC(=O)c1ccc(S(=O)(=O)N2CCOCC2)cc1)NC1CCCCCCC1,-2,-1,1,2,1,5,4,3,-1
COc1ccc(-n2c(N)c(C(=O)NCc3ccco3)sc2=S)cc1,3,-2,9,1,4,4,1,6,3
COc1ccc(N2CCN(C(=O)C3CCN(C(=O)c4cccc(Cl)c4)CC3)CC2)cc1,-12,2,2,3,15,3,12,6,-7
Cc1nnc(SCC(=O)Nc2ccc3c(c2)OCCO3)s1,1,3,-1,3,5,9,8,3,1
CN(CC(=O)Nc1cccc(F)c1)C(=O)Cn1c(=O)cnc2ccccc21,-5,-1,5,-4,8,1,0,7,1
CCOc1ccc(S(=O)(=O)Nc2cccc(C(=O)NCC(c3ccc(OC)cc3)N3CCOCC3)c2)cc1 (stereo not given),-4,1,-3,3,4,1,-5,-4,-1
O=C(Nc1ccc(Cl)cc1Cl)c1csc(-c2cccnc2)n1,-10,1,4,-1,1,3,0,1,-1
Cc1ccccc1-n1nc2c(c1NC(=O)c1cc3ccccc3o1)CS(=O)(=O)C2,5,-3,3,2,-4,7,2,-1,2
CCOc1cccc(C(=O)NC(=S)Nc2ccccc2)c1,-2,-4,-2,3,-6,-3,-3,1,6
Cc1ccc(C)c(SCC(=O)c2ccc[nH]2)c1,11,3,11,2,3,6,0,1,-6
CSc1ncccc1C(=O)OCC(=O)N1CCc2ccccc21,17,nt,8,nt,nt,-3,6,nt,1
CN(CC(=O)NC1CCCc2ccccc21)S(=O)(=O)c1cccs1 (stereo not given),-5,-2,3,7,1,6,-5,1,-1
CCc1csc(CCNC(=O)C2CCC(=O)N(Cc3cccc(C(F)(F)F)c3)C2)n1 (stereo not given),-12,2,1,2,0,0,8,5,0
CC(=O)Nc1cccc(OCc2cnc(Cl)s2)c1,-2,2,2,-4,5,0,2,4,-5
CCOC(=O)COc1c(-c2ccc(OC)cc2)oc2ccccc2c1=O,6,0,0,0,1,18,10,-1,0
c1ccc(-c2ccc(CN3C[C@@H]4C(c5ccccc5)C5(c6cccnc6)CC4(C5)[C@H]3c3ccccc3)cc2)cc1 (stereo not given in full),8,2,-1,2,-1,-8,-1,2,-2
COc1ccc(CN2CCNC(=O)C2CC(=O)NCc2cc(C)n(C)n2)c(F)c1 (stereo not given),3,0,4,2,6,6,0,2,-6
OCCC1CN(CCCn2cccn2)CCN1Cc1ccccc1 (stereo not given),2,0,3,-4,3,1,9,5,-3
O=C(CC1C(=O)NCCN1C(=O)Nc1ccc(Cl)cc1)Nc1ccc(F)cc1 (stereo not given),-6,2,18,-3,4,3,-2,11,-5

Next structures follow:
compound,PAFAH2 inh,LYPLA1 inh,PAFAH1B2 FP inh,PME-1 primary,LYPLA2 counter,pPAFAH inh,PAFAH1B3 FP inh,GSTO1 counter,PAD4 FP inh
Cc1c(CCC(=O)N2CCC[C@H]2C(=O)O)c(=O)oc2cc3oc4c(c3cc12)CCCC4,-10,-4,8,-2,-5,-1,9,-1,-2
Cc1ccc(S(=O)(=O)N2CCN(C(=O)COC(=O)c3ccc(C(C)(C)C)cc3)CC2)c(C)c1,-2,-5,-4,-1,-9,1,-5,1,-1
CN(C)S(=O)(=O)c1ccc(C(=O)N2CCOCC2)cc1,13,6,3,0,3,-1,4,5,-3
Cc1ccc(Nc2nc(C(=O)N3CCC(C(=O)NCCN4CCOCC4)CC3)cs2)cc1,0,10,-1,2,10,5,-1,3,-1
Cn1c(CNC(=O)c2ccccc2F)nnc1SCC(=O)N1CCN(c2ccccc2)CC1,0,0,3,-3,-1,4,8,-3,-3
CC1=CSC2=NC(=O)/C(=C\c3cccn3-c3ccccc3)C(=N)N12,0,-12,6,3,-13,16,-1,5,-7
COc1ccc(C(=O)NC2CC3CCCC(C2)N3CC(C)C)cc1OC (stereo not given),-3,-3,4,-1,1,-1,3,4,4
Cc1cccc(NC(=O)NNC(=O)c2nn(C)cc2Br)c1,3,-2,-1,0,1,2,2,3,-4
CC(C)(C)c1ccc(S(=O)(=O)Nc2ccc(Cc3ccncc3)cc2)cc1,5,11,4,4,-1,23,2,5,-1
CC1CCN(C(=O)COC(=O)c2cc([N+](=O)[O-])ccc2N2CCOCC2)CC1,-3,1,3,-8,2,0,4,-1,-1
O=C(c1cccc(N2CCCC2=O)c1)N1CCN(c2ccccc2)CC1,7,2,8,-7,8,6,1,3,-1
CCc1ccc(NC(=O)CN(c2cccc(C)c2)S(C)(=O)=O)cc1,3,1,-1,2,7,1,14,0,4
CCC(C)C(=O)Nc1nc2c(s1)C(=O)CC(C)(C)C2 (stereo not given),-3,4,4,0,4,8,-3,6,-5
O=C(NCc1cccs1)c1nc(-c2cccs2)no1,6,-1,-3,2,2,-2,5,6,-3
Nc1nc2ccc([N+](=O)[O-])cc2[nH]1,-9,4,3,-2,3,-3,-2,3,-4
CCCCOC(=O)c1ccc(NC(=S)NC(=O)c2c(Cl)cnn2CC)cc1,-2,-2,1,-8,6,9,8,-4,-2
O=C(Nc1ccccc1)OCCNC(=O)c1cccc(Cl)c1,-1,-2,7,-1,3,-1,14,3,-1
CCc1cccc(CC)c1NC(=O)CSc1nnc(C(C)C)n1CC,3,0,2,0,-2,5,1,-2,-1
COc1cccc(N2CC(C(=O)Nc3nnc(SCCN4CCOCC4)s3)CC2=O)c1 (stereo not given),5,-1,-2,1,6,2,5,0,-6
Cc1ccc(-c2nc3cc(NC(=O)C(C)C)ccc3o2)cc1C,7,-8,2,-10,-10,3,6,10,0
CCOc1ccc2nc3c(cc2c1)CN(CCOC)C(=NCCOC)S3,-1,-3,5,2,-12,1,0,-12,-6
O=C(NCCCn1ccnc1)c1nc(Cn2ccc([N+](=O)[O-])n2)no1,5,-1,3,0,0,-1,0,5,3
COc1ccc(S(=O)(=O)Nc2cccc(SC)c2)cc1C(=O)N1CCOCC1,-2,0,8,4,5,14,3,5,-3
Cc1[nH]c2ccccc2c1/C=C/c1nc2ccccc2c(=O)n1-c1ccc([N+](=O)[O-])cc1,-7,-2,-1,15,2,4,4,2,-2
CN(CC(=O)Nc1ccc(F)c(F)c1F)c1ncnc2sccc12,-7,2,3,-2,7,-6,4,1,-8
c1ccc(CCNC2=NCCS2)cc1,-21,0,1,-3,-2,5,-5,1,-3
CC1CN(CC(O)COc2ccccc2C(C)(C)C)CC(C)O1 (stereo not given),0,1,5,6,4,2,3,0,1

Assay outcomes deposited in PubChem BioAssay by The Scripps Research Institute Molecular Screening Center.
